Kir21 block: blocks the mouse Kir2.1 inward-rectifier potassium channel. B-score at 10 µM. AID 1672. 310,000 compounds, 0.85% hits. HEK293-Kir2.1, FluxOR thallium flux fluorescence; active compounds read low;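 active = fluorescence ratio B-score at or below minus 3 SD of library scores, with starting-brightness B-score within 2 SD, cut at about -4.2 in these data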;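 also: channel flux triggered by added potassium and thallium sulfate stimulus; B-score of peak minus minimum fluorescence over baseline after thallium stimulus; more negative B-score means stronger Kir2.1 block with less thallium influx; some compounds called inactive have numbers as strong as hits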
KCNQ2 block: KCNQ2 channel blockers in CHO-K1 cells – cell-based, FluxOR thallium flux, B-score, primary screen (AID 2156) | 20 min; active compounds read low | 310,000 compounds, 1.1% hits | B-score at 10 µM | O88943;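 active = fluorescence ratio B-score at most minus 3 library SDs, with starting brightness B-score within 2 library SDs, cut at about -5.5 in these data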
Target sequence (O88943 whole entry, looked up): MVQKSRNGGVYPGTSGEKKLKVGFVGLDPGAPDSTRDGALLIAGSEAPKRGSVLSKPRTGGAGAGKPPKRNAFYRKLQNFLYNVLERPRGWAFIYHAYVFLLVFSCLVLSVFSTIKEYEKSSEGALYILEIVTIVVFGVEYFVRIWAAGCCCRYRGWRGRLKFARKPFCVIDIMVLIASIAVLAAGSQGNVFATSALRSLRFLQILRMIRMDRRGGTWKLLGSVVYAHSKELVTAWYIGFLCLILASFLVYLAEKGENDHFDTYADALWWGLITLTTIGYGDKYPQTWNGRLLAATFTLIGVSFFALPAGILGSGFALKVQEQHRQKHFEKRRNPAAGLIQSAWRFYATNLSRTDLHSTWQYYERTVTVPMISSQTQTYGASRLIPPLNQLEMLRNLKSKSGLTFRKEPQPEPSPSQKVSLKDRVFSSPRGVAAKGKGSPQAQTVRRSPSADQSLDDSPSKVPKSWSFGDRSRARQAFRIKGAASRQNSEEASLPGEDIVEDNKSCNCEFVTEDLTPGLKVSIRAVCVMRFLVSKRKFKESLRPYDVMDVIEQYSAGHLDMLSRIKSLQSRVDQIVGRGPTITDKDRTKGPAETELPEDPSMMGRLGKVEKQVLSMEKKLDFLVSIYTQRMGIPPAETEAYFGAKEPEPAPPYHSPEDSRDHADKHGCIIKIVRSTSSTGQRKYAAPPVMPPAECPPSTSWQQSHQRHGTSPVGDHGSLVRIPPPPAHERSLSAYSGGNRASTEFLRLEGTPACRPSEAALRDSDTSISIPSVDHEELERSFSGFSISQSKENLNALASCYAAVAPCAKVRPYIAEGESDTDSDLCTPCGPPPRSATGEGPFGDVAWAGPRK
* marks the source's active call; other numbers are inactive results. Rows were taken by chance, and some 1.9% of all compounds hit somewhere here.

`O=C(CCN1CCCCC1)N/N=C/c1c[nH]c2ccccc12` gave Kir21 block -0.45 and KCNQ2 block inactive.
`N#CCC(=O)Nc1ccc(C(=O)N2CCN(S(=O)(=O)c3ccc4ccccc4c3)CC2)cc1` gave Kir21 block -0.36 and KCNQ2 block inactive.
Cn1c(CNC(=O)c2ccc3c(c2)OCO3)nnc1SCC(=O)Nc1ccccc1F was read as Kir21 block -0.92 and KCNQ2 block inactive.
CCOC(=O)c1oc2ccccc2c1CSc1nnnn1-c1ccccc1 was read as Kir21 block 0.44 and KCNQ2 block inactive.
CCCCC(=O)Nc1cccc(NC(=O)c2cccc([N+](=O)[O-])c2)c1 was read as Kir21 block -0.66 and KCNQ2 block inactive.
For CN(/N=C/c1cccs1)c1cc(=O)n(C)c(=O)[nH]1 the results were Kir21 block 2.3 and KCNQ2 block inactive.
`O=C(CCn1nc(-c2ccc(Cl)cc2)c2ccccc2c1=O)NCCN1CCOCC1` gave Kir21 block 0.53 and KCNQ2 block inactive.
For COC(=O)CN1C(=O)[C@H]2[C@@H](c3ccc(C)o3)N3C(=O)CN(CCO)C(=O)[C@@]3(C)[C@H]2C1=O the results were Kir21 block 0 and KCNQ2 block inactive.
For O=C(CN1C(=O)c2ccccc2S1(=O)=O)NCc1ccc(F)cc1 the results were Kir21 block 0.88 and KCNQ2 block inactive.
Screening Cc1ccc(O)c(-c2cc(C(=O)Nc3ccc(S(=O)(=O)Nc4nccc(C)n4)cc3)[nH]n2)c1 returned Kir21 block -0.19 and KCNQ2 block inactive.
`CC1(C)COCN1C(=O)c1ccc(C#N)cc1` gave Kir21 block -1.7 and KCNQ2 block inactive.
`CN1CCN(c2cc(C(F)(F)F)nc(-c3ccccn3)n2)CC1` gave Kir21 block 0.94 and KCNQ2 block inactive.
Screening Cn1c(C(=O)NCCN2CCc3ccccc3C2)cc2c(=O)n(C)c3ccccc3c21 returned Kir21 block -0.56 and KCNQ2 block inactive.
Screening COc1ccccc1-c1nn(Cc2ccccc2)cc1/C=C/C(=O)O returned Kir21 block -0.13 and KCNQ2 block inactive.
`S=c1[nH]nc(COc2ccc(Cl)cc2)n1Cc1ccccc1` gave Kir21 block 0.49 and KCNQ2 block inactive.
Screening CCOC(=O)C1=C(C)NC(C)=C(C(=O)OCC)C1C(=O)OCC(=O)NC returned Kir21 block -1.6 and KCNQ2 block inactive.
Screening COc1ccc(CCNC(=O)CSCc2ccc([N+](=O)[O-])cc2)cc1 returned Kir21 block -0.18 and KCNQ2 block inactive.
`CCOc1ccc(Nc2nnc(Cc3ccc(OC)cc3)c(=O)[nH]2)cc1` gave Kir21 block -0.55 and KCNQ2 block inactive.
`O=C(NCC1CCCO1)C1CCC(CNS(=O)(=O)c2ccccc2)CC1` (stereo not drawn) gave Kir21 block 1.4 and KCNQ2 block inactive.
Screening CC1CCc2nc3ccccc3c(C(=O)OCC(=O)N3CCc4ccccc43)c2C1 (stereo not drawn) returned Kir21 block 0 and KCNQ2 block inactive.
O=C(NC1CCCCCC1)c1ccc[nH]c1=S was read as Kir21 block 1.5 and KCNQ2 block inactive.
For CS(=O)(=O)N(CCc1ccccc1)CC(=O)Nc1ccc(Br)cc1F the results were Kir21 block 3 and KCNQ2 block inactive.
Screening COC(=O)/C=C1/S/C(=N/N=C/c2ccc(N(C)C)cc2)NC1=O returned Kir21 block 1.1 and KCNQ2 block inactive.
For C#CCSc1nc(Cc2ccc(Cl)cc2)nc2ccccc12 the results were Kir21 block 2 and KCNQ2 block inactive.
O=C(Cc1ccccc1[N+](=O)[O-])Nc1ccc2c(c1)OCCO2 was read as Kir21 block 0.07 and KCNQ2 block inactive.
Screening O=C1CC(C(=O)NC2CCCCC2)C2(CCCCC2)O1 (stereo not drawn) returned Kir21 block -1.6 and KCNQ2 block inactive.
For O=C(CSc1nnc(-c2ccc(NS(=O)(=O)c3ccccc3)cc2)o1)NCC1CCCO1 (stereo not drawn) the results were Kir21 block -0.73 and KCNQ2 block inactive.
For CCn1c(SCC(=O)Nc2nc(-c3ccccc3)cs2)nnc1-c1ccccc1 the results were Kir21 block -0.18 and KCNQ2 block inactive.
For Cc1cc(N/C=C/C(=O)c2cccc3ccccc23)no1 the results were Kir21 block 0.38 and KCNQ2 block inactive.
Screening COc1ccc(C(CC(=O)Nc2ccc(C)cn2)N2Cc3ccccc3C2=O)cc1 (stereo not drawn) returned Kir21 block -0.63 and KCNQ2 block inactive.
Screening CCn1c(=O)n(CC)c2cc(N3CCCC3)c(NC(=O)c3ccc(C)c([N+](=O)[O-])c3)cc21 returned Kir21 block 0.43 and KCNQ2 block inactive.
`Cc1nc(NCCCO)c(C#N)c2c1COC(C)(C)C2` gave Kir21 block 0.56 and KCNQ2 block inactive.
Screening Cc1cc(C)n2nc(CNS(=O)(=O)c3ccc([N+](=O)[O-])cc3)nc2n1 returned Kir21 block -0.04 and KCNQ2 block inactive.
O=C(NNS(=O)(=O)c1ccccc1[N+](=O)[O-])c1ccc(F)cc1 was read as Kir21 block 0.08 and KCNQ2 block inactive.
`CN(C)c1ccc2c(O)cc(=O)n(C)c2c1` gave Kir21 block 1.3 and KCNQ2 block inactive.
For COc1cc(/C=N/NC(=O)c2cc(-c3ccccc3Cl)nc3ccccc23)cc(OC)c1O the results were Kir21 block 0.2 and KCNQ2 block inactive.
`CCCCCCc1c(C)c2ccc(OCC(=O)N3CCC[C@H]3C(=O)O)c(C)c2oc1=O` gave Kir21 block 0.56 and KCNQ2 block inactive.
Cc1ccc(C(=O)Nc2ncc(Cc3ccc(SC(F)F)cc3)s2)cc1 was read as Kir21 block 0.45 and KCNQ2 block inactive.
CCOC(=O)c1cn(Cc2c(C)c(C)c(C)c(C)c2C)nn1 was read as Kir21 block 1.9 and KCNQ2 block inactive.
Cc1nc2ccccc2n1CC(=O)NN was read as Kir21 block 0.98 and KCNQ2 block inactive.
`CC1Cc2cc(/C(O)=C3\C(=O)C(=O)N(Cc4ccncc4)C3c3ccccc3F)ccc2O1` (stereo not drawn) gave Kir21 block 0.22 and KCNQ2 block inactive.
Cc1c(O)ccc(C(=O)CN2CCN(c3ccccc3)CC2)c1O was read as Kir21 block 1.7 and KCNQ2 block inactive.
Screening CCN(CC)c1ccc(CN2CCCCCC2)cc1 returned Kir21 block 0.56 and KCNQ2 block inactive.
For CC1(C)CSC(=S)N1S(=O)(=O)c1ccccc1 the results were Kir21 block -1.7 and KCNQ2 block inactive.
Screening Nc1scn[n+]1Cc1cccc2cccnc12 returned Kir21 block -0.1 and KCNQ2 block inactive.
`O=C(NCCc1ccc(Cl)cc1)C1CC(=O)N(C2CCCC2)C1` (stereo not drawn) gave Kir21 block -1.1 and KCNQ2 block inactive.
Screening COc1ccc(NC(=S)NCCN2CCOCC2)cc1 returned Kir21 block -0.37 and KCNQ2 block inactive.
`CC(C)OC(=O)Cn1cnc2ccc(Br)cc2c1=O` gave Kir21 block -0.42 and KCNQ2 block inactive.
For O=[N+]([O-])c1ccc(CSc2nc3ccccc3[nH]2)cc1 the results were Kir21 block 0.1 and KCNQ2 block inactive.
`O=C(CN(C(=O)CNS(=O)(=O)c1ccc(F)cc1)c1cccc(F)c1)NCC1CCCO1` (stereo not drawn) gave Kir21 block 0.03 and KCNQ2 block inactive.
Screening C/C(=N\OCC(=O)Nc1nc2ccccc2s1)c1ccccc1 returned Kir21 block -2.4 and KCNQ2 block inactive.
Screening CCCn1c(C)cc(C(=O)COC(=O)c2c(C)nn(-c3ccccc3)c2C)c1C returned Kir21 block -0.02 and KCNQ2 block inactive.
For CCc1ccc(C(C(=O)NC2CCCCC2)N(C(=O)c2ccccn2)c2cccnc2)cc1 (stereo not drawn) the results were Kir21 block -0.41 and KCNQ2 block inactive.
`COc1ccc(N(CC(=O)NCc2ccc(Cl)cc2)S(=O)(=O)c2c(C)nn(C)c2C)cc1` gave Kir21 block 0.34 and KCNQ2 block inactive.
`COC(=O)c1ccc(CSc2nnc(CS(=O)Cc3ccc(Br)cc3)n2-c2ccccc2)cc1` (stereo not drawn) gave Kir21 block -1.7 and KCNQ2 block inactive.
For CCc1ccc(NC(=O)C2CCN(c3ncnc4c3nc3n4CCCCC3)CC2)cc1 the results were Kir21 block 0.63 and KCNQ2 block inactive.
Screening COC(=O)c1c(-c2ccc(OC)c(OC)c2)csc1N returned Kir21 block -0.02 and KCNQ2 block inactive.
Screening Cc1ccc(S(=O)(=O)N(CC(=O)N2CCC(C)CC2)c2ccccc2)cc1 returned Kir21 block -0.35 and KCNQ2 block inactive.
`CCC(C(=O)Nc1cc(Cl)ccc1OC)c1ccccc1` (stereo not drawn) gave Kir21 block -1.8 and KCNQ2 block inactive.
[O-]c1c[n+](-c2ccccc2)no1 was read as Kir21 block 0.04 and KCNQ2 block inactive.

3 structures already listed, arranged by SMILES length, high to low:
`N#CCC(=O)Nc1ccc(C(=O)N2CCN(S(=O)(=O)c3ccc4ccccc4c3)CC2)cc1` gave Kir21 block -0.36 and KCNQ2 block inactive.
Screening COc1ccc(C(CC(=O)Nc2ccc(C)cn2)N2Cc3ccccc3C2=O)cc1 (stereo not drawn) returned Kir21 block -0.63 and KCNQ2 block inactive.
For CC1(C)CSC(=S)N1S(=O)(=O)c1ccccc1 the results were Kir21 block -1.7 and KCNQ2 block inactive.

(further entries)
`CCCOc1ccc(C(O)(CCC)CCN2CCCCC2)cc1` (stereo not drawn) gave Kir21 block 1.4 and KCNQ2 block inactive.
CCOc1ccc2c(c1)c1nnc(SCC(=O)N3CCC(C)CC3)nc1n2C was read as Kir21 block 0.44 and KCNQ2 block inactive.
CCC/C=C1/CCCOC(C(=O)NCc2ccc(S(C)(=O)=O)cc2)(C(F)(F)F)C1 (stereo not drawn) was read as Kir21 block 0.52 and KCNQ2 block inactive.
`CC(C)[C@H](NC(=O)NCCc1ccc(Cl)cc1)C(=O)O` gave Kir21 block -0.98 and KCNQ2 block inactive.
For COCCn1c(C)cc(C(=O)COC(=O)C23CC4CC(CC(O)(C4)C2)C3)c1C the results were Kir21 block -1.5 and KCNQ2 block inactive.
Screening COc1ccc(CN(C(=O)c2snc(C(N)=O)c2N)C(C(=O)NC2CCCC2)c2cc(OC)ccc2OC)cc1 (stereo not drawn) returned Kir21 block -1.5 and KCNQ2 block inactive.
COCCn1c(SCC(=O)Nc2ccc(OC)cc2OC)nc2ccccc2c1=O was read as Kir21 block -1.1 and KCNQ2 block inactive.
Cc1c(C(=O)N2CCOCC2)c(S(=O)(=O)Nc2cccc(F)c2)c(C)n1C was read as Kir21 block -0.07 and KCNQ2 block inactive.
`COc1ccccc1N(CC(O)CN1CCCCC1)S(=O)(=O)c1ccc(C)cc1` (stereo not drawn) gave Kir21 block -3.5 and KCNQ2 block inactive.
`CC(NC1c2ccccc2-c2ccccc21)c1ccccc1` (stereo not drawn) gave Kir21 block -1.4 and KCNQ2 block inactive.
For COc1ccc(C(C)(C)C)cc1NC(=O)Nc1ccc2c(c1)OCO2 the results were Kir21 block 1.4 and KCNQ2 block inactive.
CC(=O)Nc1ccc(OC(F)(F)Cl)cc1 was read as Kir21 block -0.84 and KCNQ2 block inactive.
For Cc1cccc(C)c1NC(=O)CSc1nnnn1-c1ccc(C(=O)O)cc1 the results were Kir21 block 1.5 and KCNQ2 block inactive.
COC(=O)C(CC(C)C)NC(=O)C(N)Cc1ccccc1 (stereo not drawn) was read as Kir21 block 1.6 and KCNQ2 block inactive.
For Clc1cccc(OCc2nc(-c3ccncc3)n[nH]2)c1 the results were Kir21 block -0.95 and KCNQ2 block inactive.
`O=C(NC(=S)Nc1ncc(Br)cc1Br)c1cncc(Br)c1` gave Kir21 block -1 and KCNQ2 block inactive.
`CCCCOC(=O)c1ccc(NC(=O)/C=C/c2cccs2)cc1` gave Kir21 block -0.2 and KCNQ2 block inactive.
Screening Cc1sc(NC(=O)C2CC(Cl)=CCC2C(=O)O)c(C#N)c1C (stereo not drawn) returned Kir21 block -2 and KCNQ2 block inactive.
Screening CCN(CC)c1ccc(S(=O)(=O)N2CCCCC2)cc1NC(=O)CN1C(=O)NC2(CCCC2)C1=O returned Kir21 block 0.62 and KCNQ2 block inactive.
Screening COc1ccc(OC)c(S(=O)(=O)n2nnc3cc(Cl)ccc32)c1 returned Kir21 block -1.1 and KCNQ2 block inactive.

Fetched one by one from above:
Cc1c(C(=O)N2CCOCC2)c(S(=O)(=O)Nc2cccc(F)c2)c(C)n1C was read as Kir21 block -0.07 and KCNQ2 block inactive.
`O=C(NC(=S)Nc1ncc(Br)cc1Br)c1cncc(Br)c1` gave Kir21 block -1 and KCNQ2 block inactive.
CCC/C=C1/CCCOC(C(=O)NCc2ccc(S(C)(=O)=O)cc2)(C(F)(F)F)C1 (stereo not drawn) was read as Kir21 block 0.52 and KCNQ2 block inactive.
For COc1ccc(C(C)(C)C)cc1NC(=O)Nc1ccc2c(c1)OCO2 the results were Kir21 block 1.4 and KCNQ2 block inactive.
For Clc1cccc(OCc2nc(-c3ccncc3)n[nH]2)c1 the results were Kir21 block -0.95 and KCNQ2 block inactive.
`COc1ccccc1N(CC(O)CN1CCCCC1)S(=O)(=O)c1ccc(C)cc1` (stereo not drawn) gave Kir21 block -3.5 and KCNQ2 block inactive.

The results go on:
`CCCCCCCC(=O)N/N=C(\C)c1cccnc1` gave Kir21 block -0.04 and KCNQ2 block inactive.
Screening COc1ccc(C(=O)NCc2nnc(SCC(=O)NC3=NCCS3)n2C)cc1 returned Kir21 block -0.05 and KCNQ2 block inactive.
`O=C(Cn1c(=O)cnc2ccccc21)NC1CCC(O)CC1` (stereo not drawn) gave Kir21 block -0.06 and KCNQ2 block inactive.
`O=C1CC(N2CCc3ccccc32)C(=O)N1c1ccc(F)cc1` (stereo not drawn) gave Kir21 block -2.1 and KCNQ2 block inactive.
`CCc1ccccc1NC(=O)C(CC)Sc1nc2cc3c(cc2c(=O)n1Cc1ccco1)OCO3` (stereo not drawn) gave Kir21 block -0.78 and KCNQ2 block inactive.

Bioassay records from PubChem.
